# MLL CXXC-DNA inh – inhibitors of human MLL CXXC domain-DNA interaction. Q03164. MLL-CXXC / FITC-HOXA9 DNA fluorescence polarization. Potency, µM (doses to about 115 µM), for the others: at the top dose activity change, negative = inhibition, actives largely listed as inhibitors. actives 0.037% (n = 290,000). AID 2662
# Target sequence (Q03164 whole entry, looked up, the tested form may be a part): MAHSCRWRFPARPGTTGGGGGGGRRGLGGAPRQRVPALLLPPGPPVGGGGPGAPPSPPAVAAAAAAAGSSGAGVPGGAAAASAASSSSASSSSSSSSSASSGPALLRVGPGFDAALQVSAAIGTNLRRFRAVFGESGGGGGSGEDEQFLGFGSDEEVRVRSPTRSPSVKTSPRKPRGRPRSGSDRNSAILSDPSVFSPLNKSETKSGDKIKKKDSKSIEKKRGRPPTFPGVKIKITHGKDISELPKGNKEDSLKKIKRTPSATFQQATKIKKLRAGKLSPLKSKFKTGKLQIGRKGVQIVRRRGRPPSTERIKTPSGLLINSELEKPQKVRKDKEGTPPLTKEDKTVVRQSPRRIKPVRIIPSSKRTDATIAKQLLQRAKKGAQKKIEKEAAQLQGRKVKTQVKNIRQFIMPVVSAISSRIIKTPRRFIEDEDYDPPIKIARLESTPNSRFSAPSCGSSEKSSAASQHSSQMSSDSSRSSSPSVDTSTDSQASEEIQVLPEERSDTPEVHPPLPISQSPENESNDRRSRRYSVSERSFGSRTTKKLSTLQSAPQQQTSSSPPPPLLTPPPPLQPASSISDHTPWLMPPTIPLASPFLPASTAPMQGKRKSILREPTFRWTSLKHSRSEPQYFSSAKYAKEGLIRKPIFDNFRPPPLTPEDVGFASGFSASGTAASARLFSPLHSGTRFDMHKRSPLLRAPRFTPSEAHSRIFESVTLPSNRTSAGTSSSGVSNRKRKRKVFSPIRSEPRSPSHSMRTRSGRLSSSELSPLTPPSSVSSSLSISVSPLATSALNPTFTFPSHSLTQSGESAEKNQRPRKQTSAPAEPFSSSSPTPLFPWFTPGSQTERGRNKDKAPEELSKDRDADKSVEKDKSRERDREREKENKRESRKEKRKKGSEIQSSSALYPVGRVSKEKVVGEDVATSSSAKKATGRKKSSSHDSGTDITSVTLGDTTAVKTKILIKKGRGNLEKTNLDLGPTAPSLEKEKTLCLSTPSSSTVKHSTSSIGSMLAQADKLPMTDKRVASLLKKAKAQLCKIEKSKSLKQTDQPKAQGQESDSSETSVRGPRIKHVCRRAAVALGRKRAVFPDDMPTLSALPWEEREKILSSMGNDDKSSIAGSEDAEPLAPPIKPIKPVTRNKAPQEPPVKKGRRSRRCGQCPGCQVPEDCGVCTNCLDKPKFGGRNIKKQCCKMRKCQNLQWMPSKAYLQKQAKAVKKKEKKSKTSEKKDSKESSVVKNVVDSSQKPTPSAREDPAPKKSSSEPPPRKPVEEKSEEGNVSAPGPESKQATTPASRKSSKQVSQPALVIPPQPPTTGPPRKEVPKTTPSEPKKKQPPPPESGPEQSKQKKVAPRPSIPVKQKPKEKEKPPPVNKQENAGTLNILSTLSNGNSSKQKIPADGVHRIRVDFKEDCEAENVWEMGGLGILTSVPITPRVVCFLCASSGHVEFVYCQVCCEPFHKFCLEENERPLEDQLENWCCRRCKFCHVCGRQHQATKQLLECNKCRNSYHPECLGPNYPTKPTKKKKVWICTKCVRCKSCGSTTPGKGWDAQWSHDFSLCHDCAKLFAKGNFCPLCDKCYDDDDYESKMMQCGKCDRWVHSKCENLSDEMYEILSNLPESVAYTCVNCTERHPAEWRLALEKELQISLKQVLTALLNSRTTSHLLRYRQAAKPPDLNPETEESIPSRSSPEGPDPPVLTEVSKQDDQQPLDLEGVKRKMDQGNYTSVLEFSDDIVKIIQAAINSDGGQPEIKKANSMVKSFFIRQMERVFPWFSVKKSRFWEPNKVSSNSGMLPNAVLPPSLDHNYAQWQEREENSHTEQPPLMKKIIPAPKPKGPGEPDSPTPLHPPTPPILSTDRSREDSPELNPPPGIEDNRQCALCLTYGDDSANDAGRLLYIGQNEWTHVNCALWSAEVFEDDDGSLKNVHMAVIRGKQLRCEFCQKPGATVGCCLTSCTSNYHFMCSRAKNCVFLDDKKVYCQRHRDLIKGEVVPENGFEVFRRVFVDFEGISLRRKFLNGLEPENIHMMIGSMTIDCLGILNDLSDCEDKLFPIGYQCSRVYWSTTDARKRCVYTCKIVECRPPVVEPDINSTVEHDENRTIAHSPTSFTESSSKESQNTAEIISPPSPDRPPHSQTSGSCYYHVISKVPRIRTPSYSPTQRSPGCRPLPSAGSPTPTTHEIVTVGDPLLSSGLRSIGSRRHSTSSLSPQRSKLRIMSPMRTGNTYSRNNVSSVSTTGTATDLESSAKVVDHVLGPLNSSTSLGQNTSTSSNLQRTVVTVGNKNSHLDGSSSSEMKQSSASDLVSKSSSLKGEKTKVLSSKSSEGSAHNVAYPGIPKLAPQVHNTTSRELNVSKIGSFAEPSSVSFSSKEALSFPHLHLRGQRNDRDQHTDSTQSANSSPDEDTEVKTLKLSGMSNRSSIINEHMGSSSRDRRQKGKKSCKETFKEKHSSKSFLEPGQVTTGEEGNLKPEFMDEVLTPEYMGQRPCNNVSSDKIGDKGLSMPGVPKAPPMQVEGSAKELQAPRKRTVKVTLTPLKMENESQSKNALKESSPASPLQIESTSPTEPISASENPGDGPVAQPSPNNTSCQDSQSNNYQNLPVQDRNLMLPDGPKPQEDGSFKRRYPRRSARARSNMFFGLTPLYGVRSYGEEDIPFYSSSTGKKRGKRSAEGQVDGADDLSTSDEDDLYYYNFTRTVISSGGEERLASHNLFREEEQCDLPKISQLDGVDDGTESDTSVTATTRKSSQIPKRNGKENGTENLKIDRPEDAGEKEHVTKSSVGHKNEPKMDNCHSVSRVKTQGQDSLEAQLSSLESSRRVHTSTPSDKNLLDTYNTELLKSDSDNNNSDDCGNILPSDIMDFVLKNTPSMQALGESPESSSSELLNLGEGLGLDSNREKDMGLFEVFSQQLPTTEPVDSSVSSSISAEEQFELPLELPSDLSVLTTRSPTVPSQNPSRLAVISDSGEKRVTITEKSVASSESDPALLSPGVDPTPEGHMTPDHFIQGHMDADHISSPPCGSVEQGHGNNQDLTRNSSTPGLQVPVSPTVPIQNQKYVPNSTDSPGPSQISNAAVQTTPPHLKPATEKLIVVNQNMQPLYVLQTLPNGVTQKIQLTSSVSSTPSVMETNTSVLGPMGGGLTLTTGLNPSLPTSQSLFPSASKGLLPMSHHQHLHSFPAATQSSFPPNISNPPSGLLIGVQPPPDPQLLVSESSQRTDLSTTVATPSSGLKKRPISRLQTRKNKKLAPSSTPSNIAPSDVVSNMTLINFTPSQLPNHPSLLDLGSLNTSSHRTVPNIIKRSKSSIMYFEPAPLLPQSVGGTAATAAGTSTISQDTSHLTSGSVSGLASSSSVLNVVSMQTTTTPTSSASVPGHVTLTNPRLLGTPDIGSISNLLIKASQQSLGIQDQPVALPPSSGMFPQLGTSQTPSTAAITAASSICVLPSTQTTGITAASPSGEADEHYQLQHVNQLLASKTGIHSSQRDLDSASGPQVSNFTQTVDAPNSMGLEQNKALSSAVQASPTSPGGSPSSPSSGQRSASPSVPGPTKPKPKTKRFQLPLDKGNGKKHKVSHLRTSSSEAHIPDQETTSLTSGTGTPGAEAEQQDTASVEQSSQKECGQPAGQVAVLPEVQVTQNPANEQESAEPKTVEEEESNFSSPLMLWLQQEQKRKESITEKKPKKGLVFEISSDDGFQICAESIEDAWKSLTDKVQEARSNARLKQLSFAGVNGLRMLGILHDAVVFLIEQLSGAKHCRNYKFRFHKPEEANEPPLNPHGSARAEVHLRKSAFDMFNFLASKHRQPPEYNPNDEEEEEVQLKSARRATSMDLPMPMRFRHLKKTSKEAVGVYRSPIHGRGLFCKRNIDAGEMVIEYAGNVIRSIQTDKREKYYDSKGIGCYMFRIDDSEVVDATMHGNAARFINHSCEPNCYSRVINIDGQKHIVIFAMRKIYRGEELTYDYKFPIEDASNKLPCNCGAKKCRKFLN
#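 Steps: dispense CXXC domain solution (7 uM) → pin compounds or unlabeled HOX-A9 DNA control → 5 min ambient → add FLSN-HOX-A9 solution (50 nM) → spin → 30 min ambient → fluorescence polarization. Tris pH 7.5/NaCl/DTT/BSA buffer.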
# Menin MLL FP TR – displaces Texas Red mutant MLL peptide from human menin; O00255; Menin + Texas Red MLL mutant peptide, fluorescence polarization; Potency, µM (top dose mostly 61.6 µM), for the others: at the highest dose FP activity change, negative = inhibition, most hits filed as inhibitors; actives 0.23% (n = 270,000); further: % of control where 0% means no effect; many of its hits are not listed in these tables
# Starred values were filed as active, the others as inactive; ? = inconclusive; . = not tested or not shown; & = joins results of further samples; [ ] = remark or other dose. The call rests on the fitted dose curve; in most records, active means well fitted inhibition curve with a large enough effect in the polarisation, with a control signal flat (not every such curve was filed as active); inconclusive means small, poorly fitted or top-dose-only effect, or effect the other way, or a change in a side signal; inactive means no such curve, though single readings can be large or run the other way; the % refers to the polarisation. Potency means the concentration at half of the fitted maximal effect. Some of the compounds tested; the hit share may differ from the screen's.
SMILES,MLL CXXC-DNA inh,Menin MLL FP TR
O=C(O)[C@@H]1Cc2[nH]cnc2C(c2cccnc2)N1 (some centres not stated),.,3.3%
CCOP(=S)(OCC)Oc1ccc(Cl)cc1Cl,.,-12.6%
CC1CC[C@@]2(NC1)O[C@@H]1C[C@H]3C4CC=C5C[C@@H](O)CC[C@]5(C)C4CC[C@]3(C)[C@H]1[C@@H]2C (some centres not stated),.,-0.8%[24.8 µM]
CCNN,.,0.9%
CC(=O)C1CC[C@H]2C3CC[C@@H]4CC(O)CC[C@@]4(C)C3CC[C@]12C (some centres not stated),.,-4.7%
CN1C(=O)CCS(=O)(=O)[C@@H]1c1ccc(Cl)cc1,.,11.0%[24.8 µM]
CSCC[C@H](NC(=O)[C@H](CC(C)C)NC(=O)[C@@H](Cc1cnc[nH]1)NC(=O)[C@H](Cc1ccccc1)NC(=O)[C@@H](Cc1ccccc1)NC(=O)[C@@H](N)Cc1ccc(O)cc1)C(N)=O,.,-3.3%
CO[C@@H](C)[C@](O)(C(=O)OCC1=CCN2CC[C@@H](O)[C@H]12)C(C)C,.,0.6%[24.8 µM]
CCC1/C=C/C=CCC(C)C(O)[C@@](C)(O)C(=O)C(C)C(O)C(C)C(=O)C(C)C(O)C(C)C=CC(=O)O[C@H]2C(C)C(CC1)O[C@]1(CCC(C)C(CC(C)O)O1)C2C (some centres not stated),.,-17.0%
c1ccc(N2CCCC3(CCNCC3)C2)cc1,.,-1.2%
CC(=O)c1c(O)c(C)c(O)c(Cc2c(O)c3c(c(C(=O)/C=C\c4ccccc4)c2O)OC(C)(C)C=C3)c1O,.,?
O=C1CCc2cccc3c2N1CC3,.,-0.3%
N[C@H](Cc1o[nH]c(=O)c1Cl)C(=O)O,.,4.4%[24.8 µM]
O=C(O)/C=C\CO,.,2.4%[24.8 µM]
CCOc1ccc(-c2nc3ccc(-c4nc5ccc(N6CCN(C)CC6)cc5[nH]4)cc3[nH]2)cc1,.,?
COc1ccc2[nH]cc(C3=CCNCC3)c2c1,.,0.8%[24.8 µM]
c1cc2c(cc1[C@H]1OC[C@@H]3[C@H]1CO[C@H]3c1ccc3c(c1)OCO3)OCO2,.,6.0%[24.8 µM]
CC(C)NC(=O)N1CC[C@@]2(CCCNC2)C1,.,7.2%
N#C/C(=C\c1ccc(O)c(O)c1)C(N)=S,.,?
COC(=O)N1CCN(C(=O)Cc2ccc(Cl)c(Cl)c2)[C@H](CN2CCCC2)C1,.,-13.7%[24.8 µM]
O=C(Oc1ccccc1)N1CCC[C@@]2(CCN(C(c3ccccc3)c3ccccc3)C2)C1,.,0.8%
CN(CCc1ccc(Cl)c(Cl)c1)[C@H]1CCCC[C@H]1N1CCCC1,.,-16.7%[24.8 µM]
CCCCC/C=C\C/C=C\C/C=C\CCCCCCC(=O)NCCO,.,-9.4%&-15.2%
CC(=O)C1CCC2C3CCC4=CC(=O)CC[C@@]4(C)C3CC[C@]12C (some centres not stated),.,-28.6%
CN1C2CCC1CC(C(=O)OC(CO)c1ccccc1)C2 (configuration not stated),.,-5.9%
CC(C)(Cc1c[nH]c2ccc(Cl)cc12)NCCOc1ccccc1OCC1CC1,.,?
CCN1C[C@]2(C)CC[C@H](OC)[C@@]34[C@H]1C1(OCO[C@@]15C[C@H](OC)C1C[C@]3(O)C5[C@H]1OC)[C@@H](O)[C@H]24,.,?
Ic1cncc(OC[C@@H]2CCN2)c1,.,-6.1%[24.8 µM]
C=C1CC[C@H](O)C/C1=C/C=C1\CCC[C@]2(C)[C@H]1CC[C@H]2[C@@H](C)CCCC(C)C,.,?
O=C(Nc1cccc(C(=O)Nc2cc(C(=O)Nc3ccc([S+](=O)([O-])[O-])c4cc([S+](=O)([O-])[O-])cc(SOOO)c34)ccc2F)c1)Nc1cccc(C(=O)Nc2cc(C(=O)Nc3ccc([S+](=O)([O-])[O-])c4cc([S+](=O)([O-])[O-])cc([S+](=O)([O-])[O-])c34)ccc2F)c1,.,17.5%
O=C(O)CNCP(=O)(O)O,.,2.2%
CC(=O)OC1CC2C(C)(C)C(=O)C=C[C@]2(C)C2CC[C@]3(C)C(=CC(=O)OC3c3ccoc3)[C@]12C (some centres not stated),.,-8.4%
O=P(O)(O)CCCl,.,-6.2%
C=C1C(O)C2OC3(CCC(/C=C/C(C)C4CC(C)=CC5(OC(CC(C)(O)C(=O)O)CCC5O)O4)O3)CCC2OC1C(O)CC(C)C1OC2(CCCCO2)CCC1C (configuration not stated),.,-15.3%[2.28 µM]
COC(=O)C1(O)CC2OC1(C)n1c3ccccc3c3c4c(c5c6ccccc6n2c5c31)C(=O)NC4 (configuration not stated),.,26.2%[11.7 µM]
CN1CC[C@@H]2CN3CCc4cccc(c43)[C@H]2C1,.,-10.0%[24.8 µM]
CCCCC/C=C\C/C=C\C/C=C\C/C=C\CCCC(=O)NCCCl,.,-29.4%
CN1Cc2c(ccc3c2OCO3)C2C(O)Cc3cc4c(cc3C21)OCO4 (configuration not stated),.,-1.1%[24.8 µM]
CN(C(=O)Cc1ccc(Cl)c(Cl)c1)[C@H](CN1CCCC1)c1ccccc1,.,-14.3%[24.8 µM]
CC[C@H](C)[C@H](NC(=O)CN)C(=O)N[C@@H](CC(C)C)C(=O)NCC(=O)N[C@@H](Cc1ccccc1)C(=O)N[C@H](C(=O)N[C@@H](Cc1ccccc1)C(=O)N[C@H](C(=O)N[C@@H](CC(C)C)C(=O)O)[C@@H](C)O)C(C)C,.,14.6%
CC1(C)C(O)CC(O)[C@]2(C)C1CC(O)[C@]1(C)C2CC[C@@]2(C)C(c3ccoc3)CC3OC312 (some centres not stated),.,-12.3%
O=c1cccc2n1CC1CC2CN(CCO)C1 (configuration not stated),.,1.6%[24.8 µM]
CCCCCCCCCCCCCCCCOC[C@H](COP(=O)([O-])OCC[N+](C)(C)C)OC(C)=O,.,-18.2%
CCCCC[C@@H](/C=C/C=C\CCCCCCCC(=O)O)OO,.,?
C=C(C)[C@H]1CN[C@H](C(=O)O)[C@@H]1CC(=O)O,.,-4.3%[24.8 µM]
CC(C)CC1C(=O)N2CCCC2C2(O)O[C@@](NC(=O)C3C=C4c5cccc6[nH]c(Br)c(c56)CC4N(C)C3)(C(C)C)C(=O)N12 (some centres not stated),.,?
CCN(CC)C(=O)C(C)Oc1cccc2ccccc12 (configuration not stated),.,-19.3%
C[C@@]12C=CC(=O)C=C1CCC1C2CC[C@]2(C)C(=O)CCC12 (some centres not stated),.,-12.2%
C=C(C)[C@]12C[C@@H](C)[C@@]34O[C@](Cc5ccccc5)(O[C@@H]1[C@@H]3C=C(COC(=O)Cc1ccc(O)c(OC)c1)C[C@]1(O)C(=O)C(C)=C[C@@H]41)O2,.,15.0%
CCOc1ccc2c3c1O[C@H]1[C@@H](O)C=C[C@H]4[C@@H](C2)N(C)CC[C@@]341,-5.5%,5.9%
CCCC(C)C1(CC)C(=O)NC(=O)NC1=O (configuration not stated),5.4%,-1.8%
CCOP(=O)(OCC)O/C(=C/Cl)c1ccc(Cl)cc1Cl,63.1µM*,-12.1%
CC(=O)O[C@H]1CC[C@H]2[C@@H]3CCC4=CC(=O)CCC4=C3C=C[C@]12C,-5.6%,5.9%
CCNc1nc(Cl)nc(NCC)n1,-2.0%,0.4%
O=C(CCl)c1ccc(Oc2ccc(C(=O)CCl)cc2)cc1,-1.1%,1.7%
CCN1C[C@]2(COC)[C@H](O)C[C@H](OC)[C@]34C1C([C@H](OC)[C@H]23)[C@]1(OC(C)=O)C2[C@@H](OC(=O)c3ccccc3)C(O)(C[C@H]24)[C@@H](OC)[C@@H]1O,-5.1%,-1.5%
CC(=O)O[C@H]1CC[C@@]2(C)C(=CC[C@@H]3[C@H]2CC[C@]2(C)C(=O)CC[C@H]32)C1,-4.1%[51.4 µM],-10.0%[24.8 µM]
CCN1C[C@]2(C)CC[C@H](O)[C@@]34[C@@H]5C[C@@H]6[C@@H](OC)C[C@@](O)(C5[C@H]6O)[C@@H](C[C@@H]23)[C@@H]14,-9.7%,2.6%
O=C1c2ccccc2C(=O)c2ccccc21,8.3%,-4.1%&14.1%
CC(C)CCON=O,6.3%,-2.1%

# (continued)
SMILES,MLL CXXC-DNA inh,Menin MLL FP TR
Cc1nnc2n1-c1ccc(Cl)cc1C(c1ccccc1Cl)=NC2,-1.7%,8.7%
CC(=O)[O][Hg][c]1ccccc1,6.3%,-0.4%
CCCCCc1cc(O)c2c(c1)OC(C)(C)C1CC=C(C)CC21 (configuration not stated),0.9%,17.4%
C[C@@H](Cc1ccccc1)NCCC(c1ccccc1)c1ccccc1,-0.1%[51.4 µM],-16.8%[24.8 µM]
O=C1CCCCC1CN1CCCCC1 (configuration not stated),1.7%,-1.4%
Cn1c(CCCC(=O)O)nc2cc(N(CCCl)CCCl)ccc21,-8.9%,-14.7%
CN[C@@H](C)[C@H](O)c1ccccc1,65.2%[activator],14.1%
CC(CO)NC(=O)C1C=C2c3cccc4[nH]cc(c34)CC2N(C)C1 (configuration not stated),31.6µM*,-15.0%
C=CC[C@]1(O)CCC2C3CCC4=CCCCC4C3CCC21C (some centres not stated),-0.2%,-7.4%
[O]=[Cd],-0.6%,-0.3%
COc1ccc(-n2nc(C(F)(F)F)cc2-c2ccc(Cl)cc2)cc1,-8.4%,-4.3%&18.4%
COc1ccc2c3c1O[C@H]1[C@@H](O)C=C[C@H]4C(C2)NCCC341 (some centres not stated),-3.7%,0.1%
CO[C@H]1[C@@H](O)CC(OC2[C@@H](O)CC(OC3[C@@H](O)C[C@H](OC4CC[C@@]5(C)C(CCC6C5CC(O)[C@]5(C)[C@H](C7=CC(=O)OC7)CCC65O)C4)O[C@@H]3C)O[C@@H]2C)O[C@@H]1C (some centres not stated),-11.0%,3.3%
CC(C)=CC1C(C(=O)OCN2C(=O)C3=C(CCCC3)C2=O)C1(C)C (configuration not stated),17.1%,-1.5%
COCC(=O)N(c1c(C)cccc1C)C(C)C(=O)OC (configuration not stated),3.2%,6.9%
O=C1Nc2ccc(Cl)cc2C(c2ccccc2)=NC1O (configuration not stated),-8.1%,?
CC(C)(O)C1C2OC(=O)C1[C@]1(O)C[C@H]3O[C@]34C(=O)O[C@H]2[C@]14C (some centres not stated) (tested in a mixture with another compound),15.9%,-5.4%

# An excerpt of these results, with tabs:
SMILES	MLL CXXC-DNA inh	Menin MLL FP TR
CC(=O)[O][Hg][c]1ccccc1	6.3%	-0.4%
CCCCCc1cc(O)c2c(c1)OC(C)(C)C1CC=C(C)CC21 (configuration not stated)	0.9%	17.4%
C[C@@H](Cc1ccccc1)NCCC(c1ccccc1)c1ccccc1	-0.1%[51.4 µM]	-16.8%[24.8 µM]
O=C1CCCCC1CN1CCCCC1 (configuration not stated)	1.7%	-1.4%
Cn1c(CCCC(=O)O)nc2cc(N(CCCl)CCCl)ccc21	-8.9%	-14.7%
CN[C@@H](C)[C@H](O)c1ccccc1	65.2%[activator]	14.1%
CC(CO)NC(=O)C1C=C2c3cccc4[nH]cc(c34)CC2N(C)C1 (configuration not stated)	31.6µM*	-15.0%
C=CC[C@]1(O)CCC2C3CCC4=CCCCC4C3CCC21C (some centres not stated)	-0.2%	-7.4%
[O]=[Cd]	-0.6%	-0.3%
COc1ccc(-n2nc(C(F)(F)F)cc2-c2ccc(Cl)cc2)cc1	-8.4%	-4.3%&18.4%
COc1ccc2c3c1O[C@H]1[C@@H](O)C=C[C@H]4C(C2)NCCC341 (some centres not stated)	-3.7%	0.1%
CO[C@H]1[C@@H](O)CC(OC2[C@@H](O)CC(OC3[C@@H](O)C[C@H](OC4CC[C@@]5(C)C(CCC6C5CC(O)[C@]5(C)[C@H](C7=CC(=O)OC7)CCC65O)C4)O[C@@H]3C)O[C@@H]2C)O[C@@H]1C (some centres not stated)	-11.0%	3.3%
CC(C)=CC1C(C(=O)OCN2C(=O)C3=C(CCCC3)C2=O)C1(C)C (configuration not stated)	17.1%	-1.5%
COCC(=O)N(c1c(C)cccc1C)C(C)C(=O)OC (configuration not stated)	3.2%	6.9%
O=C1Nc2ccc(Cl)cc2C(c2ccccc2)=NC1O (configuration not stated)	-8.1%	?
CC(C)(O)C1C2OC(=O)C1[C@]1(O)C[C@H]3O[C@]34C(=O)O[C@H]2[C@]14C (some centres not stated) (tested in a mixture with another compound)	15.9%	-5.4%

# Some of the entries so far, bar-delimited.
canonical_smiles | MLL CXXC-DNA inh | Menin MLL FP TR
C=C(C)[C@]12C[C@@H](C)[C@@]34O[C@](Cc5ccccc5)(O[C@@H]1[C@@H]3C=C(COC(=O)Cc1ccc(O)c(OC)c1)C[C@]1(O)C(=O)C(C)=C[C@@H]41)O2 | . | 15.0%
O=C1c2ccccc2C(=O)c2ccccc21 | 8.3% | -4.1%&14.1%

# Bioassay records as filed in PubChem BioAssay.
